# Screening results as filed in PubChem BioAssay.
# Kir21 inh: inhibitors of mouse Kir2.1 inward-rectifier potassium channel; HEK293-Kir2.1, FluxOR thallium flux fluorescence; stronger effect = lower value; hit rate 0.85% among 310,000; Inward rectifier potassium channel 2 (Mus musculus), P35561; B-score at 10 µM; AID 1672, 2009;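 active = fluorescence ratio B-score at or below minus 3 SD of library scores, with starting-brightness B-score within 2 SD, cut at about -4.2 in these data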;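 note: channel flux triggered by added potassium and thallium sulfate stimulus; B-score of peak minus minimum fluorescence over baseline after thallium stimulus; more negative B-score means stronger Kir2.1 block with less thallium influx; some compounds called inactive have numbers as strong as hits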
# KCNQ2 inh: KCNQ2 potassium channel inhibitors, primary screen, cell-based, CHO-K1, FluxOR thallium flux, B-score (AID 2156). Potassium voltage-gated channel subfamily KQT member 2 (Rattus norvegicus), O88943. 20 min; stronger effect = lower value. B-score at 10 µM. hit rate 1.1% among 310,000;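 active = fluorescence ratio B-score at most minus 3 library SDs, with starting brightness B-score within 2 library SDs, cut at about -5.5 in these data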
# Target sequence (O88943 whole entry, looked up): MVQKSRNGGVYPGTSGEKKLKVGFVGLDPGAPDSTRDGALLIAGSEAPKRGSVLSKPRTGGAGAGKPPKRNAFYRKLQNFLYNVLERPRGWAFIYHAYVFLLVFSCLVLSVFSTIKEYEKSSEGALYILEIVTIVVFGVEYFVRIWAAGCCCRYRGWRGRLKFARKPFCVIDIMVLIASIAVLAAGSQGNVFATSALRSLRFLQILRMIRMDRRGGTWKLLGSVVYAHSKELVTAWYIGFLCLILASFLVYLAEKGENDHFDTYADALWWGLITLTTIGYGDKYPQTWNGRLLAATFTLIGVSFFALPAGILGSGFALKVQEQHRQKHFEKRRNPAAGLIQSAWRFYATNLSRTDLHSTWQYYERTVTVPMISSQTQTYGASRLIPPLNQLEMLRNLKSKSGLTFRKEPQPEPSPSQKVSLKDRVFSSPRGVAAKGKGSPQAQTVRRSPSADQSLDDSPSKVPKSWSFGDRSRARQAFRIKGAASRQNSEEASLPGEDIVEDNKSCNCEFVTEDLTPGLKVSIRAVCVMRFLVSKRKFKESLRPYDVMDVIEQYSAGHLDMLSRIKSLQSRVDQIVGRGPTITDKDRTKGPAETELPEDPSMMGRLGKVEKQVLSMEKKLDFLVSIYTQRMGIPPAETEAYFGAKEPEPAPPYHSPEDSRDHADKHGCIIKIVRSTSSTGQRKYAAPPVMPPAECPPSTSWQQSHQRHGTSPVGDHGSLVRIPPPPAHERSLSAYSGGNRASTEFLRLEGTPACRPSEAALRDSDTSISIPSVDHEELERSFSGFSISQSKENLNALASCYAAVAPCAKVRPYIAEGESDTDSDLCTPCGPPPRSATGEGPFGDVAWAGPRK
# * = called active by the depositor; i = inactive. Outcome played no part in choosing rows (roughly 1.8% active in at least one column).
Kir21 inh,KCNQ2 inh,SMILES
1.32,i,CCN(CC(=O)Nc1c(F)cccc1F)C(=O)COc1cccc2c1OC(C)(C)C2
-2.35,i,COc1cccc(NC(=O)CN(C)C(=O)CSCc2nc3scc(-c4cccs4)c3c(=O)[nH]2)c1
-2.81,i,CC(C(=O)OCc1nnc(-c2ccccc2)o1)N1C(=O)C2CCCCC2C1=O (stereo unspecified)
-0.33,i,CC1(C)CC(=O)C(C(C2=C(O)CC(C)(C)CC2=O)c2cccnc2)C(=O)C1 (stereo unspecified)
2.01,i,c1ccc2c(c1)Nc1ccncc1S2
-0.45,i,COc1ccc(OC)c(S(=O)(=O)N2CCC(C(=O)N3CCN(Cc4ccccc4)CC3)CC2)c1
0,i,COc1ccc(-c2nc3ccccc3n2CCC(C)C)cc1OC
-0.21,i,Cc1ccc(NC(=S)Nc2cc(-c3ccccc3)[nH]n2)cc1Cl
-7.41*,-14.1*,CCC(=O)N(CCC(c1ccccc1)c1ccco1)Cc1cccs1 (stereo unspecified)
-0.79,i,CS(=O)(=O)N1CCc2nc(-c3ccccc3)sc2C1
0.01,i,O=C(c1ccc2nsnc2c1)N1CCN(c2ccc([N+](=O)[O-])cc2)CC1
-1.6,i,O=[N+]([O-])c1cc(C(F)(F)F)ccc1NCCc1ccccn1
-0.78,i,Cc1cc(C)cc(C(=O)NC(CC(N)=O)c2ccc(N3CCC(Cc4ccccc4)CC3)c([N+](=O)[O-])c2)c1 (stereo unspecified)
-0.61,i,CC1=C(C)C(=O)N(C(C)CCc2ccccc2)C1=O (stereo unspecified)
0.03,i,Fc1ccccc1Nc1nc(Cl)nc(Cl)n1
0.34,i,CC(=O)Nc1c(O)c2ccccc2[nH]c1=O
0.06,i,CCCC(=O)Nc1cc(C(=O)O)ccc1S(=O)(=O)c1ccc(Cl)cc1
-0.18,i,CCc1ccc(NC(=O)Cn2nnc(-c3ccc(C)cc3-n3cnnn3)n2)cc1
-0.29,i,COCCCNC(=O)c1ccc(CS(=O)(=O)c2cccc(C(F)(F)F)c2)o1
0.38,i,COc1ccc(Nc2nccc(-c3ccc([N+](=O)[O-])cc3)n2)cc1
2.23,i,Cc1ccnc(OC(C(=O)O)C(OCc2ccccc2)(c2ccc(F)cc2)c2ccc(F)cc2)n1 (stereo unspecified)
0,i,COc1ccc(CN2CCC(CNC(=O)NC3CCCCC3)CC2)cc1
1.11,i,OCCNCc1ccc(OC2CCCC2)cc1
-0.41,i,Cc1cccn2c(CN[C@H]3CCCCNC3=O)c(C(=O)N3CCOCC3)nc12
0.7,i,Cc1ccccc1NC(=O)c1cc(S(=O)(=O)N2CCOCC2)cn1C
-1.09,i,Cc1nn(Cc2ccc(Cl)cc2)c(=O)n1N(C)c1ncc(C(F)(F)F)cc1Cl
0.46,i,Cc1cccc(C)c1N1C(=O)CC(N2CCSCC2)C1=O (stereo unspecified)
-0.07,i,CCOc1ccc(C2c3cc(OC)c(OC)cc3CC(=O)N2c2ccc(OC)cc2)cc1 (stereo unspecified)
0.37,i,COCCCN(C(=S)NC(=O)C(C)(C)C)c1c(N)n(Cc2ccccc2)c(=O)[nH]c1=O
0.81,i,O=C(O)c1ccc(S(=O)(=O)Cc2ccccc2)cc1
0.24,i,Cc1ccc(F)cc1NC(=O)Cc1ncc(C(F)(F)F)cc1Cl
-0.99,i,COc1ccc(Nc2nccc(OC)c2C#N)cc1
0.35,i,CCOC(=O)c1c(N=CN(C)C)c2cc([N+](=O)[O-])cnc2n1C
-2.21,i,NC(=O)COc1ccc(Nc2nnc(-c3ccc(O)cc3)c3ccccc23)cc1
0.91,i,O=C(Nc1ccc2c(c1)ncn2C1CCCCC1)c1ccco1
0.6,i,CC1=C(C(=O)Nc2ccc(C(=O)N3CCN(c4cccc(Cl)c4)CC3)cc2)SCCO1
-0.91,i,Cc1ccc(S(=O)(=O)NC2(C(F)(F)F)NC(=O)N(CCc3ccccc3)C2=O)cc1 (stereo unspecified)
-0.4,i,S=C(NCc1cccnc1)Nc1ccc2c(c1)OCO2
-0.87,i,CC(C)C(NC(=O)c1cccs1)c1nnc(SCC(=O)Nc2nccs2)n1C (stereo unspecified)
-1.14,i,O=C(NCc1ccccc1F)C1CCCN1C(=O)Nc1ccc(Cl)cc1 (stereo unspecified)
-0.46,i,Cc1nn2c(N3CCOCC3)cc(C(C)(C)C)nc2c1-c1ccccc1
-0.29,i,COc1ccc(CCN2CC(C(=O)NCc3nc4ccccc4n3C)CCC2=O)cc1 (stereo unspecified)
2.72,i,CC(C)CCNC(=O)NC(=O)COC(=O)/C=C/c1cccc([N+](=O)[O-])c1
-0.56,i,CC(C)COP(=O)(c1ccc(N(C)C)cc1)C(O)c1ccccn1 (stereo unspecified)
-1.17,i,Cc1cc(C)cc(Oc2ccccc2C=O)c1
-0.67,i,CCOC(=O)C1CCCN(S(=O)(=O)c2ccc(S(=O)(=O)N(CC)CC)cc2)C1 (stereo unspecified)
-0.58,i,Cc1cc(=O)oc2c(C)c(OC(C)C(=O)Nc3ccc(N4CCC(C)CC4)cc3)ccc12 (stereo unspecified)
-0.37,i,COC(=O)c1ccc(Oc2c(C)oc3cc(OCc4cnn(-c5ccccc5)c4)ccc3c2=O)cc1
-0.88,i,CN1CCN(S(=O)(=O)c2ccc(NCc3ccc4c(c3)OCO4)nc2)CC1
0.55,i,CC(=O)Nc1ccc(S(=O)(=O)NCc2ccc(C)n2C)cc1
-0.79,i,COc1ccccc1CCc1nnc(CCC(=O)NC(C)Cc2cccs2)o1 (stereo unspecified)
0.6,i,Cc1cc(C)n2nc(S(=O)(=O)N(C)Cc3ccccc3)nc2n1
-1.1,i,Cc1nn(-c2ccccc2)c(C)c1C(=O)Nc1nnc(-c2ccco2)o1
0.27,i,CCOC(=O)N1CCN(C(=O)CCNS(=O)(=O)c2ccccc2)CC1
2.93,i,COCCN(C(=O)c1cccc(N2C(=O)CCC2=O)c1)c1nc(-c2ccc([N+](=O)[O-])cc2)cs1
1.1,i,COc1ccc(Cl)cc1S(=O)(=O)NC1CC(C)(C)NC(C)(C)C1
0.07,i,Cc1c(NC(=S)NC(=O)COc2ccccc2)c(=O)n(-c2ccccc2)n1C
0.34,i,CC(=O)NC(Cc1ccc(F)c(F)c1)C(=O)NC1CCN(C(=O)c2ccc(C)cc2)CC1 (stereo unspecified)
-0.05,i,COc1ccc(-c2cc3nc(C)n(N)c(=O)c3s2)cc1
0.55,i,O=C(N/C(=C/c1ccco1)C(=O)N1CCCC1)c1cccs1

# Shown with each value named: entries from further up.
> CCOC(=O)N1CCN(C(=O)CCNS(=O)(=O)c2ccccc2)CC1
  Kir21 inh: 0.27
  KCNQ2 inh: i

> COCCN(C(=O)c1cccc(N2C(=O)CCC2=O)c1)c1nc(-c2ccc([N+](=O)[O-])cc2)cs1
  Kir21 inh: 2.93
  KCNQ2 inh: i

# The listing picks up with the 6 entries that preceded the break.
Kir21 inh,KCNQ2 inh,SMILES
2.93,i,COCCN(C(=O)c1cccc(N2C(=O)CCC2=O)c1)c1nc(-c2ccc([N+](=O)[O-])cc2)cs1
1.1,i,COc1ccc(Cl)cc1S(=O)(=O)NC1CC(C)(C)NC(C)(C)C1
0.07,i,Cc1c(NC(=S)NC(=O)COc2ccccc2)c(=O)n(-c2ccccc2)n1C
0.34,i,CC(=O)NC(Cc1ccc(F)c(F)c1)C(=O)NC1CCN(C(=O)c2ccc(C)cc2)CC1 (stereo unspecified)
-0.05,i,COc1ccc(-c2cc3nc(C)n(N)c(=O)c3s2)cc1
0.55,i,O=C(N/C(=C/c1ccco1)C(=O)N1CCCC1)c1cccs1
-0.37,i,O=C(CCCn1c(=O)[nH]c2cc(Cl)ccc2c1=O)NC1CCCCCCC1
0.35,i,COc1cc(C2NCCC(=O)C2(C)C)cc(OC)c1OC (stereo unspecified)
0.1,i,COc1ccc(-c2nc3c(c(SCC(=O)N4CCCC4)n2)COC(C)(C)C3)cc1
1.98,i,C/C=C/c1ccc(OCC(=O)O)c(OC)c1
-0.35,i,CCc1ccc(NC(=O)N(CCN(C)C)C(C)c2cccnc2)cc1 (stereo unspecified)
-1.01,i,O=[N+]([O-])c1cccc(S(=O)(=O)NCCOc2cccc3cccnc23)c1
1.52,i,COC(=O)c1sc2nc(CSc3nc4ccc(C)cc4[nH]3)[nH]c(=O)c2c1C
-1.39,i,Cc1ccc(C2=NN(C(=O)CCl)C(c3ccco3)C2)o1 (stereo unspecified)
-2.67,i,Cc1sc2nc(CN3CCOCC3)nc(NCCc3ccccc3)c2c1C
1.04,i,COc1cc(C(=O)O)c2c(c1C)OC(=O)c1c(C)cc(O)c(C=O)c1O2
-0.21,i,O=c1cc(CCl)nc2sc3ccccc3n12
0.12,i,COc1ccc(S(=O)(=O)N2CCC(C(=O)NCCCn3ccnc3)CC2)cc1C
1.07,i,O=c1c(Cl)c(NCc2ccccc2)cnn1C12CC3CC(CC(C3)C1)C2
-1.02,i,O=C(CSc1nnc(-c2ccco2)n1-c1ccccc1)NCc1ccc2c(c1)OCO2
-3.06,i,CCCn1nc([N+](=O)[O-])c(C(C#N)c2nc3ccccc3s2)c(Cl)c1=O (stereo unspecified)
0.12,i,CCCNC(=O)/C=C/c1ccc(C(C)C)cc1
0.46,i,CCCCc1[nH]c(=O)c(C#N)c2c1CCCC2
0.6,i,FC(F)(F)c1ccnc(NCc2ccco2)n1
0.94,i,CC(C)CCNC(=O)c1cccc(Cl)c1
1.13,i,CCOc1ccccc1C(=O)Oc1ccc2ccc(=O)oc2c1
-0.98,i,CCN(C(=O)c1ccccc1F)c1nc(-c2ccc(OC)cc2)cs1
1.55,i,COC(=O)c1ccc(-n2cnc3ccccc32)nc1
-0.9,i,CNC(=O)Nc1ccc2nc(C)oc2c1
-0.69,i,COc1ccc2c(c1)/C(=N/OC(=O)c1cccs1)CCC2

# Compounds listed so far that have a cyano group, in the order listed:
Kir21 inh,KCNQ2 inh,SMILES
-0.99,i,COc1ccc(Nc2nccc(OC)c2C#N)cc1
-3.06,i,CCCn1nc([N+](=O)[O-])c(C(C#N)c2nc3ccccc3s2)c(Cl)c1=O (stereo unspecified)
0.46,i,CCCCc1[nH]c(=O)c(C#N)c2c1CCCC2

# The listing continues.
Kir21 inh,KCNQ2 inh,SMILES
0.23,i,CN(Cc1ccccc1)C(=O)CC(=O)N(C)Cc1ccccc1
2.07,i,CCc1ccc(OCC(=O)Oc2ccc([N+](=O)[O-])cc2)cc1
-0.97,i,CCCCCc1cc(=O)[nH]c(=S)[nH]1
0.03,i,CN1CCC(NC(=O)Nc2ccc(Br)cc2)CC1
-1,i,COc1ccccc1CCC(=O)OCC(=O)Nc1cc(S(=O)(=O)N2CCOCC2)ccc1C
0.08,i,CCC1CCCCN1C(=O)c1c[nH]c2ccc(S(=O)(=O)N(C)c3ccc(Cl)cc3)cc2c1=O (stereo unspecified)
2.8,i,Oc1ccc(-c2cnc(-c3ccc(O)cc3)nc2)cc1
-1.13,i,O=C(NC1CCCCC1)C(c1ccccc1F)N(Cc1ccco1)C(=O)c1ccccn1 (stereo unspecified)
0.6,i,COc1cccc(-c2cc(C(=O)Nc3cc(C)on3)no2)c1
0.05,i,CCSc1nc2ccccc2c(=O)n1C1CCOC(C)(C)C1 (stereo unspecified)
0.75,i,O=C(O)CCn1c(-c2ccccc2)cc2c1CCCC2=O
-0.64,i,CCc1ccc(N(C(=O)c2csnn2)C(C(=O)NC(C)(C)C)c2ccccn2)cc1 (stereo unspecified)
-1.81,i,Cc1ccc(S(=O)(=O)N(C)CC(=O)N(CC(C)C)C2CCS(=O)(=O)C2)cc1 (stereo unspecified)
-0.15,i,O=c1[nH]c2c(c(=O)n1Cc1ccccc1)CCC2
0.28,i,CCOc1ccc(NC(=O)COC(=O)c2ncc(Cl)c(Cl)c2Cl)cc1
-1.94,i,O=S(=O)(c1ccc2nc(-c3ccco3)c(-c3ccco3)nc2c1)N1CCOCC1
-0.1,i,COc1ccc(N(CC(=O)N2CCc3ccccc3C2)S(C)(=O)=O)cc1Cl
1,i,CC1CCCN(C(=O)COC(=O)Cc2ccc(Cl)cc2)C1 (stereo unspecified)
-1.42,i,CS(=O)(=O)N1CCN(c2ccccc2NC(=O)C(c2ccccc2)c2ccccc2)CC1
-0.14,i,CCN(CC(=O)NCc1cccs1)C(=O)CN(C)S(=O)(=O)c1ccc(C)cc1
0.74,i,C[C@]12CCC(O)CC1=CCC1C2CC[C@]2(C)/C(=N\NC(N)=S)CCC12 (stereo partly specified)
1.5,i,CCOC(=O)C1=NOC(COc2ccccc2C=O)C1 (stereo unspecified)
1.02,i,Cc1ccc(N2CC(C(=O)OCC(=O)C(C)(C)C)CC2=O)cc1 (stereo unspecified)
-3.84,i,O=C(C1CCN(C2CCN(C/C=C/c3ccccc3)CC2)CC1)N1CCOCC1
0.15,i,O=C(O)c1ccc(N2C(=O)CC(Cc3ccccc3)C2=O)cc1 (stereo unspecified)
-0.57,i,CN1CCN(CC(=O)Nc2c(C(=O)C3CC3)oc3ccccc23)CC1
-0.08,i,COc1cc(NC(=O)COc2cc(O)c3c(c2)OC(C)(C)CC3=O)cc(OC)c1
-0.86,i,O=C(N/N=C/c1ccc(O)c(O)c1O)/C(=C/c1ccc([N+](=O)[O-])cc1)NC(=O)c1ccccc1
-0.53,i,C/C(=N\O)C(C)(C)Nc1ccc(Br)cc1
0.1,i,c1ccc2c(c1)CSc1ccccc1N2
-1.64,i,CCc1nnc(NC(=O)CSc2nnc(-c3ccco3)n2CCOC)s1
-0.01,i,O=C(O)c1cccc(N2CCCC2=O)c1
0.28,i,CCCSCCCNC(=O)Cn1c(=O)c2cccn2c2ccccc21
-4.69*,i,O=C(c1cccc(OC2CCN(Cc3ccc(F)cc3Cl)CC2)c1)N1CCCC1
